KB-3-1 tox – qHTS assay for MDR1-selective chemotherapeutics: Primary screen using the parental adenocarcinoma cell KB-3-1. AID 1347075, 2019. KB-3-1 viability, CellTiter-Glo ATP luminescence, 72 h. Potency, µM (titrated, usually from 46.1 µM), inactives show at the top dose activity change, negative = cytotoxic, usual class: cytotoxic. actives 1.4% (n = 400,000); further: potency means the concentration at half of the fitted maximal effect; on the % scale 0 is the no-effect control and ±100 the full control effect; nearly all actives have a fitted effect of over 60% in size
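Cytotoxicity measured as CellTiter-Glo luminescence after 72 h at 37 C. Compound titrations were pinned onto drug-naive KB-3-1 parental adenocarcinoma cells grown in DMEM with 10% FBS, and normalized data fitted to concentration-response curves.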
SW480 rerep – A quantitative high throughput screen for small molecules that induce DNA re-replication in SW480 colon adenocarcinoma cells; SW480 DNA re-replication, Hoechst DNA content imaging, 48 h; Potency, µM (doses to about 46.1 µM), for inactives: at the highest dose re-replication activation, most hits filed as activators; actives 1.8% (n = 340,000); AID 624297, 2012; further: potency means the concentration at half of the fitted maximal effect; % of control where 0% means no effect; nearly all actives have a fitted effect of over 55% in size
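Compounds, transferred as 23 nL by pin tool, were incubated with cells for 48 hr; DNA content per nucleus was then quantified by Hoechst staining and fluorescence plate imaging.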
HT1080NT lethal – qHTS for induction of synthetic lethality in tumor cells producing 2HG: qHTS for the HT-1080-NT fibrosarcoma cell line; HT-1080-NT fibrosarcoma viability, CellTiter-Glo ATP luminescence, 48 h; actives 1.6% (n = 360,000); Potency, µM (titrated, usually from 46.1 µM), inactives show at the highest dose activity, negative = less viability, hits mostly cytotoxic;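 further: NT is the 2HG producing partner of a matched IDH1 knockdown line; potency means the concentration at half of the fitted maximal effect; 0% = DMSO-treated cells and -100% = media-only wells without cells; nearly all actives have a fitted effect of over 55% in size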
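Luminescent CellTiter-Glo readout after 48 hours of compound exposure at 37 degrees C defined viability of HT-1080-NT cells. Activity was normalized to DMSO wells and cell-free media wells; concentration-response curves were fitted and assigned curve classes.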
KB-V1 MDR tox – qHTS assay for MDR1-selective chemotherapeutics: Primary screen using the drug-selected MDR subline cells KB-V1. KB-V1 MDR cells viability, CellTiter-Glo, 72 h. Potency, µM (doses to about 46.1 µM), without a hit: at the top dose activity change, negative = cytotoxicity, hits mostly cytotoxic. actives 3.4% (n = 400,000); further: potency means the concentration at half of the fitted maximal effect; on the % scale 0 is the no-effect control and ±100 the full control effect; nearly all actives have a fitted effect of over 60% in size
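Cells of the MDR subline KB-V1 are plated, dosed with compound at multiple concentrations, and incubated 72 h at 37 degrees C; CellTiter-Glo is then added and luminescence read after 10 min.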
D3 ag – qHTS of D3 Dopamine Receptor Agonist: qHTS. max activation, %. D3R DiscoveRx beta-arrestin cells, luminescence, 90 min. D(3) dopamine receptor (Homo sapiens), P35462. actives 0.58% (n = 410,000); in the data active means max activation above about 30%; further: 0% is about no effect; mostly tested at two doses, the higher about 12 µM
Target sequence (P35462 whole entry, looked up): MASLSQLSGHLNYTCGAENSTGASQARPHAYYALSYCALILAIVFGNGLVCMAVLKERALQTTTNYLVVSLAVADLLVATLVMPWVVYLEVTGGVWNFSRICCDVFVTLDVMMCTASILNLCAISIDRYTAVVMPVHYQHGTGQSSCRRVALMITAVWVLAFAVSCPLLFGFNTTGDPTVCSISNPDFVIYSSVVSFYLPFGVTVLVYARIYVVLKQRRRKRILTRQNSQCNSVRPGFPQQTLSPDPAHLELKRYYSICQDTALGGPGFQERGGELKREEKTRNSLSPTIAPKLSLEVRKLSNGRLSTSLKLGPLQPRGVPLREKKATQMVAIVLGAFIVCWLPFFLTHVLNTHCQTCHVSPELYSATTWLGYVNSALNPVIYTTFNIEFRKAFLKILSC
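Agonist-mode cell screen: cells plated at 1500/well and incubated overnight at 37 °C, then exposed to library compounds for 90 min at 37 °C. Detection reagent was added for 30–60 min at room temperature, and luminescence was read.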
GLP1R cytotox – qHTS of GLP-1 Receptor Inverse Agonists: Cytotox Screen | HEK293 cAMP-luciferase reporter cells, luminescence, 24 h | Potency, µM (titrated, usually from 38.3 µM), inactives show top-dose activity change, negative = inhibition, hits mostly inhibitors | actives 0.13% (n = 410,000) | AID 624418, 2012;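 further: loss of luciferase light is scored as toxicity; potency means the concentration at half of the fitted maximal effect; on the % scale 0 is the no-effect control and ±100 the full control effect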
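MLSMR compounds, 24 hr on cells at 37 deg C/5% CO2; luminescence after luciferase reagent (12 min RT). Inhibition counted as the undesired cytotoxic outcome.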
MCF10A rerep – A quantitative high throughput screen for small molecules that induce DNA re-replication in MCF 10a normal breast cells; AID 624296, 2012; actives 2.9% (n = 350,000); Potency, µM (doses to about 46.1 µM), inactives show at the top dose activity, positive = re-replication, actives largely listed as activators; MCF 10A DNA re-replication, Hoechst nuclear intensity, 48 h; further: potency means the concentration at half of the fitted maximal effect; % of control where 0% means no effect; nearly all actives have a fitted effect of over 50% in size
IL-1B inflam inh – qHTS for Inhibitors of Inflammasome Signaling: IL-1-beta AlphaLISA Primary Screen | activity change, % at 57.5 µM | THP-1 LPS/ATP IL-1B secretion, AlphaLISA, 16 h; active compounds read low | actives 4.7% (n = 360,000); in the data active means activity change below about -50%; inconclusive means mostly about -30% to -49%; further: on the % scale 0 is the no-effect control and ±100 the full control effect
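Secreted IL-1B measured by AlphaLISA bead assay after 16 h compound exposure of THP-1 cells; compounds (final up to 57.5 uM) added 1 h before LPS (250 ng/mL) and ATP (1.25 mM) stimulation; lower signal means less secretion.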
HT1080 IDH1KD tx – qHTS for induction of synthetic lethality in tumor cells producing 2HG: qHTS for the HT-1080-IDH1KD cell line | actives 2% (n = 360,000) | Potency, µM (titrated, usually from 46.1 µM), without a hit: at the top dose activity, negative = toxicity, usual class: cytotoxic | HT-1080 IDH1 knockdown viability, ATP luminescence, 48 h;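 further: potency means the concentration at half of the fitted maximal effect; 0% = DMSO wells and -100% = cell-free medium wells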
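Viability of IDH1-knockdown HT-1080 fibrosarcoma cells was assessed by CellTiter-Glo after 48 h at 37 °C with titrated compound; concentration-effect curves were classified by fit quality and response size.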
Numbers without * were called inactive; ? = inconclusive; · = no result given; [ ] = remark or other dose. Unless noted, the call rests on the fitted dose curve; in most records, active means well fitted curve in the direction sought with a large enough effect; inconclusive means small, poorly fitted or top-dose-only effect, or another doubt; inactive means no such curve, though single readings can be large; an effect the other way counts as inactive or inconclusive.

SMILES | KB-3-1 tox | SW480 rerep | HT1080NT lethal | KB-V1 MDR tox | D3 ag | GLP1R cytotox | MCF10A rerep | IL-1B inflam inh | HT1080 IDH1KD tx
C=CCN(c1cccc(C(F)(F)F)c1)S(=O)(=O)c1cccc(C(=O)OCC(=O)NC)c1 | -3% | -8% | -21% | 7% | -3 | -3% | 6% | 12 | -9%
COc1ccc(C(=O)NCCc2nnc3ccc(SCC(=O)N4CCCCC4)nn23)cc1 | 4% | ? | -9% | 0% | 10 | 0% | -1% | -11 | 12%
Cc1cccc(Cn2nnc3c(=O)[nH]c(C4CCCN(C(=O)c5ccc(C(C)(C)C)cc5)C4)nc32)c1 (stereo not drawn) | ? | · | · | -8% | -11 | ? | · | · | ·
CSc1c(SCc2ccccc2)cnn(Cc2ccccc2)c1=O | -3% | 16% | 11% | ? | -3 | 5%[1.53 µM] | 18µM* | -10 | -1%
CCOC(=O)C1=C(N)N(c2ccc(N3CCCCC3)cc2)C(=O)C1 | 7% | 0% | 18% | 15% | 2 | -6% | 13% | -8 | 21%
Cc1cc(C)nc(NS(=O)(=O)c2ccc(NC(=O)c3ccc(S(=O)(=O)N4CC(C)OC(C)C4)cc3)cc2)n1 (stereo not drawn) | 13% | -2% | 11% | 0% | 1 | -3% | -3% | 14 | 12%
COc1ccc(S(=O)(=O)N2CCOCC2)cc1NC(=O)COc1ccc2c(C)cc(=O)oc2c1 | 14% | ? | 1% | ? | -1 | -10% | 0% | 0 | 0%
CCOC(=O)N1CCN(C(=O)CSc2cc(C)nc3c(-c4ccccc4OC)c(C)nn23)CC1 | 0% | 3% | 10µM* | ? | -4 | ? | -1% | -10 | 11µM*
COCCCNC(=O)CC1Oc2ccccc2NC1=O (stereo not drawn) | 9% | -2% | 9% | 0% | -5 | -9% | 6% | -2 | 0%
CCOC(=O)C(NC(C)=O)C(=O)Nc1ccc(C(C)C)cc1 (stereo not drawn) | 0% | 6% | 1% | 1% | -2 | -15% | 7% | 44 | 11%
COc1ccc(NC(=O)c2ccc(COCC(F)(F)F)cc2)cc1OC | -15% | -4% | 8% | 21µM* | 3 | -11% | 7% | 0 | -2%
Cc1c(S(=O)(=O)N2CCCC(C(=O)O)C2)cnn1C (stereo not drawn) | ? | -12% | 10% | 0% | -7 | 5% | 22% | 18 | 12%
Cc1cc(Nc2ccc(Br)cc2)nc(C)n1 | 5% | · | · | ? | 6 | 2% | · | · | ·
CCCN1C(=O)c2ccccc2NC1c1cc(OC)c(OC)c(OC)c1 (stereo not drawn) | 9% | 1% | 4% | 0% | -3 | -1% | 4% | 15 | 1%
CN(C)Cc1c(-c2ccc(Cl)cc2)nc2ccccn12 | -2% | -2% | 22% | ? | 9 | -3% | -2% | -5 | ?
O=C(CCc1ccc(O)cc1)NN=Cc1cc(Br)ccc1O | ? | · | ? | ? | -5 | -29% | · | 137 | 16µM*
Cn1cnc(S(=O)(=O)NC2CCN(Cc3c(F)cccc3Cl)CC2)c1 | -11% | -1% | 25% | -3% | 5 | 4% | 13% | 20 | 16%
OC(CNCCNc1ncccc1C(F)(F)F)Cn1ccc2ccccc21 (stereo not drawn) | 3% | 4% | -6% | -13% | -13 | -5% | -3% | -56* | -15%
O=C(NC(c1ccc(F)cc1)c1ccc2ccccc2n1)C1CCN(Cc2ccc3ccccc3n2)CC1 (stereo not drawn) | ? | · | ? | -26% | -15 | -16% | · | -21 | 23µM*
CCOc1ccc(-n2nnnc2SCC(=O)N2CCOCC2)cc1 | 1% | 0% | 6% | -3% | 6 | -6% | 0% | -3 | 9%
COc1ccc(C(=O)N/C(=C\c2cn(S(=O)(=O)N(C)C)c3ccccc23)C(=O)NCCN2CCOCC2)cc1 | 14% | -11% | 0% | 19% | -5 | -10% | 1% | 34 | 3%
CCOc1ccccc1NC(=O)c1cc2c(=O)[nH]c3ccccc3c2s1 | -1% | · | · | -2% | 7 | -4% | · | · | ·
O=C(O)c1ccccc1C(=O)OCc1ccccc1 | 8% | -1% | 14% | 13% | 11 | -2% | -2% | 15 | 22%
Nc1cc(-c2ccc(Br)cc2)nc2cc(-c3ccccc3)nn12 | -6% | 15% | -12% | -14% | 6 | 17% | 30% | ? | -1%
O=C(CCS(=O)(=O)c1ccc2c(c1)NC(=O)CS2)NCc1ccccc1Cl | -8% | -3% | 3% | ? | 5 | -15% | 9% | -2 | -2%
Cc1ccc(NC(=O)Nc2cc(C(F)(F)F)c[nH]c2=O)cc1 | -2% | -20% | -3% | 8% | 5 | -11% | ? | -24 | 0%
CCCCc1nnc(NC(=O)CSc2nc(C)cc(=O)[nH]2)s1 | 1% | -7% | 0% | -25% | 3 | 4% | ? | 17 | 10%
COc1ccccc1NC(=S)N(CCc1nc2cc(C)c(C)cc2[nH]1)Cc1cccnc1 | 8% | 5% | 3% | ? | -9 | 5% | -1% | -11 | 4%
Cc1ccc(CN(C(=O)c2ccc([N+](=O)[O-])cc2)C2CCS(=O)(=O)C2)o1 (stereo not drawn) | 18% | 3% | 4% | 1% | -2 | -5% | ? | 1 | -1%
CN(C)S(=O)(=O)n1cc(/C=C(\NC(=O)c2ccccc2)C(=O)NCCN2CCOCC2)c2ccccc21 | 13% | 7% | -4% | ? | 1 | 0% | -1% | 8 | -20%

Just D3 ag and HT1080NT lethal, for four of the compounds above:
Compound	D3 ag	HT1080NT lethal
Cc1cc(C)nc(NS(=O)(=O)c2ccc(NC(=O)c3ccc(S(=O)(=O)N4CC(C)OC(C)C4)cc3)cc2)n1 (stereo not drawn)	1	11%
COc1ccc(S(=O)(=O)N2CCOCC2)cc1NC(=O)COc1ccc2c(C)cc(=O)oc2c1	-1	1%
CCOC(=O)N1CCN(C(=O)CSc2cc(C)nc3c(-c4ccccc4OC)c(C)nn23)CC1	-4	10µM*
COCCCNC(=O)CC1Oc2ccccc2NC1=O (stereo not drawn)	-5	9%

Next part.
SMILES | KB-3-1 tox | SW480 rerep | HT1080NT lethal | KB-V1 MDR tox | D3 ag | GLP1R cytotox | MCF10A rerep | IL-1B inflam inh | HT1080 IDH1KD tx
COC(=O)c1ccc(CSC2=NC[C@@H]3[C@@H]4C(=O)N(Cc5ccccc5)C(=O)[C@@H]4[C@](C)(C(=O)OC)N23)cc1 | -2% | 27%[9.22 µM] | 11% | 1% | -16 | 2% | 2% | 18 | 8%
Cc1ccc(C2OC(=O)C=C2c2ccccc2)cc1 (stereo not drawn) | 32% | -3% | 25% | -4% | 6 | 2% | 13% | -14 | 18%
Cc1ccc(-c2nc(CSCC(=O)NCC3CCCO3)c(C)o2)cc1 (stereo not drawn) | -9% | ? | 6% | -24% | 4 | -8% | -2% | -8 | 0%
CCc1ccc(NC(=O)CSc2nc3ccccc3nc2Cc2ccccc2OC)cc1 | ? | · | · | ? | -19 | ? | · | · | ·
CC(C)(C)c1cnnn1-c1ccc(-c2csc(N)n2)cc1 | -9% | -1% | 4% | 16% | 5 | -21% | 3% | -21 | 5%
CN(C)CCCNc1nc(-c2ccccc2)c2c(c1C#N)CC(C)(C)OC2 | -1% | 3% | 0% | -3% | -2 | -11% | 8% | 0 | 0%
Cc1ccc(S(=O)(=O)CCC(=O)Nc2ccccc2Br)cc1 | -5% | 28% | 11% | -2% | 0 | 11% | ? | -6 | 3%
Cc1cc(NC(=O)C2CC=CCC2C(=O)O)ccc1NC(=O)c1ccccc1 (stereo not drawn) | 19% | -3% | 20% | 1% | 8 | 3% | 0% | -3 | -2%
O=C(NC(c1ccc(Cl)cc1)c1ccsc1)C1CCN(Cc2cccc(Cl)c2)CC1 (stereo not drawn) | ? | · | ? | ? | -18 | -13% | · | 0 | ?
CCOC(=O)c1ccc(S(=O)(=O)N2CCN(C3CC(=O)N(c4ccccc4C(F)(F)F)C3=O)CC2)cc1 (stereo not drawn) | 2% | -4% | 3% | 1% | -2 | -4% | 5% | 15 | 7%

Pulled by compound from the entries so far (4):
SMILES | KB-3-1 tox | SW480 rerep | HT1080NT lethal | KB-V1 MDR tox | D3 ag | GLP1R cytotox | MCF10A rerep | IL-1B inflam inh | HT1080 IDH1KD tx
Cc1ccc(C2OC(=O)C=C2c2ccccc2)cc1 (stereo not drawn) | 32% | -3% | 25% | -4% | 6 | 2% | 13% | -14 | 18%
Cc1cc(NC(=O)C2CC=CCC2C(=O)O)ccc1NC(=O)c1ccccc1 (stereo not drawn) | 19% | -3% | 20% | 1% | 8 | 3% | 0% | -3 | -2%
CCc1ccc(NC(=O)CSc2nc3ccccc3nc2Cc2ccccc2OC)cc1 | ? | · | · | ? | -19 | ? | · | · | ·
COC(=O)c1ccc(CSC2=NC[C@@H]3[C@@H]4C(=O)N(Cc5ccccc5)C(=O)[C@@H]4[C@](C)(C(=O)OC)N23)cc1 | -2% | 27%[9.22 µM] | 11% | 1% | -16 | 2% | 2% | 18 | 8%
